S100A4 inh HTS: blocks human S100A4 binding to myosin IIA peptide. P26447. S100A4/TAMRA-MyoIIA peptide fluorescence polarization. inhibition, % at 10.7 µM. 0.14% of 360,000 active. AID 652163;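 active means mean inhibition of at least 70% across replicates, with every replicate also reaching that level; inconclusive means mean inhibition reaches 70% but some replicates fall short; inactive means mean inhibition below 70%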
Target sequence (P26447 whole entry, looked up): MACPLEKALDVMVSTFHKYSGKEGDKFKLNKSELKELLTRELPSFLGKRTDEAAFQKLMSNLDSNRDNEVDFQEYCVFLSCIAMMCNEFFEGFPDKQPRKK
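System – human S100A4 monomer protein, biochemical binding assay · Buffer or medium – Calcium-containing HEPES buffer, pH 7.2 · Timing – 5 min between mix addition and reading · Also added – TAMRA-labelled myosin IIA heavy-chain peptide probe, 5 nM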
PAX8 inh HTS: lowers PAX8-driven luciferase in RMG-I cells; RMG-I TPO-luciferase reporter, SteadyGlo, 24 h; inhibition, % at 12.6 µM; 1.2% of 360,000 active; AID 652154;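 active means mean replicate inhibition at least 60% with every replicate also reaching 60%; inconclusive means only one of the two criteria is met; inactive means mean below 60% and not all replicates reaching 60%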;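 further: luciferase light reporting Pax8 driven TPO promoter activity; plate controls were median of neutral control wells for no effect and mitoxantrone controls for full effect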
EWS-Fli block: EWS/Fli transcriptional activity inhibition; 0.67% of 350,000 active; AID 651661; A673 NR0B1-luciferase reporter, viability-normalised; inhibition, % at 12.6 µM;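 active means mean inhibition of at least 50% after viability correction, with every replicate also passing that limit; inconclusive means mean reaches 50% but only one of two replicates passes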;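 further: firefly luciferase signal divided by Alamar Blue viability fluorescence both relative to DMSO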
FN deposition inh: fibronectin deposition inhibition; AH1F fibroblasts, Alexa488-fibronectin deposition fluorescence, overnight; inhibition, % at 12.6 µM; 0.086% of 350,000 active; AID 743247;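 active means mean inhibition across replicates of 30% or more, regardless of how many single replicates reach that level; inconclusive means mean under 30% yet at least half of replicates reach 30%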;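 further: positive control wells lacked labelled fibronectin entirely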
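Assay system: AH1F fibroblasts assembling fluorescent fibronectin matrix; Amount: 10000 AH1F cells per well; Buffer or medium: DMEM, 2% serum; Probe or stimulus: Alexa488-fibronectin, 24 nM final in well; Doses: single compound dose, delivered by pin transfer; Incubation: 1 h adhesion, overnight exposure; Measured by: fluorescence 485/525 nm; Read-out: fibronectin deposition inhibition.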
LGR2 inh: blocks bursicon-induced cAMP signaling via Drosophila LGR2; HEK293 LGR2, CRE-luciferase, bursicon-stimulated, 4 h; inhibition, % at 9.99 µM; 0.35% of 380,000 active;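 active means drop in luminescence signal, shown as inhibition above about 50% in the replicate tests, limit read from the data, passing the limit was not always enough; inconclusive means probably only some replicates passing the limit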;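 further: agonist challenge used bursicon conditioned medium at about half maximal strength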
PGC1a acetyl inh: PGC1a acetylation modulation, inhibitor mode; inhibition, % at 15.6 µM; U2OS PGC1a acetylation, AlphaScreen anti-acetyl-lysine; with virally co-expressed GCN5 acetyltransferase; 0.17% of 350,000 active;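 active means every replicate shows inhibition of at least 40%; inconclusive means mean inhibition at least 40% but some replicate below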;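 further: 0% = neutral control wells and 100% = positive control wells; some results beyond the cut were filed as inactive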
PglD DTNB: PglD (C. jejuni) enzyme inhibition; purified PglD enzyme, DTNB colorimetric CoA detection; inhibition, % at 12.5 µM; 0.098% of 360,000 active; AID 602405; in the data active means inhibition above about 16%, passing the limit was not always enough; inconclusive means no clear call, values can overlap the other calls; further: strong numbers were not always called active
ERAP1 inh: blocks human ERAP1 aminopeptidase activity | recombinant ERAP1, Leu-AMC fluorescence, 60 min | Q9NZ08 | inhibition, % at 10.7 µM | 0.15% of 340,000 active | AID 652197;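 active means mean replicate inhibition of at least 30%, or all replicates individually reaching that 30% level; inactive means mean below 30% and not every replicate reaching it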;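 further: 0% = neutral control wells and 100% = L-leucinethiol positive control wells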
Target sequence (Q9NZ08 whole entry, looked up): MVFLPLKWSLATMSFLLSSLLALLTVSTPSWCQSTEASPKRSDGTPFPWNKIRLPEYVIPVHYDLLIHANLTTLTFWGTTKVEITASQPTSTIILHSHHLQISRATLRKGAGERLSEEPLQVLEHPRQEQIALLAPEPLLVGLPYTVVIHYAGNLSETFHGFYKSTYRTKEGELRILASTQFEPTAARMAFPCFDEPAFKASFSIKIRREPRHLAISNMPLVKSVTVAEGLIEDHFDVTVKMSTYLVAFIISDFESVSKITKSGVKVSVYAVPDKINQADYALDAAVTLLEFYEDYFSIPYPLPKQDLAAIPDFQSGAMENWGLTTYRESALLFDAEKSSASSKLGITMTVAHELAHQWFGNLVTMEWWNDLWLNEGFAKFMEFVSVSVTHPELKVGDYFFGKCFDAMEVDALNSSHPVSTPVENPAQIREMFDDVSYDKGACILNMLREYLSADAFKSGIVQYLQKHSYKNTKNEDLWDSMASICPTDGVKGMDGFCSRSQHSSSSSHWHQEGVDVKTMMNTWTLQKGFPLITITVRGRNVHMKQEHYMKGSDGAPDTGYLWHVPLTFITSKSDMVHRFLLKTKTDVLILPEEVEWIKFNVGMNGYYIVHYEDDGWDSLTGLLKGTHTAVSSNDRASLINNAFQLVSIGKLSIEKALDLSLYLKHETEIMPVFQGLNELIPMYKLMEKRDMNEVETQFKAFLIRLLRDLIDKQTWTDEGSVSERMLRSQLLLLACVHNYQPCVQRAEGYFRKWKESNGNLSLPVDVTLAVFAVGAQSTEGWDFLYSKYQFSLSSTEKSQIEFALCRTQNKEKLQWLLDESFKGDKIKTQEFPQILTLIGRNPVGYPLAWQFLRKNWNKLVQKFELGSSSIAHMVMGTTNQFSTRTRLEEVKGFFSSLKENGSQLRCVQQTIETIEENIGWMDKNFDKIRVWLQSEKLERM
An asterisk follows results filed as active; ? = inconclusive; / = no result given.

SMILES	S100A4 inh HTS	PAX8 inh HTS	EWS-Fli block	FN deposition inh	LGR2 inh	PGC1a acetyl inh	PglD DTNB	ERAP1 inh
Cn1c(=O)c(=O)n(C)c2cc(N3CCOCC3)c(NS(=O)(=O)c3ccc([N+](=O)[O-])cc3)cc21	2	3	/	13	-6	6	-5	8
CC(C)NC(=O)N(C)C[C@H]1Oc2ccc(NS(=O)(=O)c3ccc(Cl)cc3)cc2CC(=O)N([C@@H](C)CO)C[C@H]1C	-1	-4	11	/	-6	2	2	3
O=C(Cn1cnc2c(OCc3ccccc3)ncnc21)NCc1nc2ccccc2[nH]1	-2	-5	0	1	6	2	-5	/
COC(=O)c1ccc2nc(-c3ccccc3)c(Cc3ccsc3)n2c1	1	-82	-5	-2	-21	-10	-3	0
O=C(O)CCS(=O)(=O)c1ccccc1Cl	-2	25	-3	18	-8	/	-2	-1
CO[C@@H]1CN(C)C(=O)c2cc(NS(C)(=O)=O)ccc2OC[C@H](C)N(C(=O)C2CCOCC2)C[C@@H]1C	6	/	7	-9	8	15	-1	1
O=C(/C=C/c1ccc(F)cc1)NNC(=O)CCN1CCN(Cc2ccccc2)CC1	1	-2	-3	-12	5	52*	/	3
COc1cc(OC)c(/C=N/NC(=O)c2ccncc2)cc1Br	-3	-8	4	-3	?	12	/	4
CO[C@@H]1CN(C)C(=O)c2cc(NC(=O)C3CCC3)ccc2OC[C@H](C)N(C)C[C@@H]1C	2	-24	0	5	13	13	1	/
COc1cccc(NC(=O)N2CC3(C2)[C@H](c2ccccc2)[C@@H](CO)N3C(=O)C2CCC2)c1	-3	4	-1	10	12	-1	/	-2
Cc1ccc(-c2cc(Cc3ccccn3)c(=O)[nH]n2)cc1	-3	9	9	4	3	5	-4	4
CN1C(=O)c2cc(NS(=O)(=O)c3ccccc3F)ccc2OC[C@H]2O[C@H](CC(=O)NC3Cc4ccccc4C3)CC[C@@H]21	8	12	-5	-3	-8	/	-2	2
CCOC(=O)C1(Cc2ccc(Cl)cc2)CCN(C(=O)CCc2ccncc2)CC1	10	4	5	2	9	/	/	-1
CC1(C(=O)Nc2nccs2)CCN1C(=O)C1(c2ccccc2)CC1 (stereo not given)	-2	2	10	-2	1	6	6	-5
CCN(C(=O)COc1ccccc1C(=O)NCc1ccccc1)C1CCS(=O)(=O)C1 (stereo not given)	15	6	0	-2	3	10	5	2
C=CCN1CC(COc2ccc(OC)cc2)OCCS1(=O)=O (stereo not given)	-11	0	3	-2	3	/	/	-1
CC1CC(C)(C)NC(=S)N1CCCC(=O)N1CCN(c2ccc(F)cc2)CC1 (stereo not given)	/	13	/	3	-15	/	-1	/
CCOc1cc(CNc2ccc(N3CCCCC3)cc2)cc(Br)c1OCC(=O)NC(C)(C)C	/	-14	/	-10	4	18	2	/
C[C@H]1CN([C@@H](C)CO)C(=O)Cc2cc(NS(=O)(=O)c3cccs3)ccc2O[C@@H]1CN(C)C(=O)Nc1ccc(F)cc1	-9	-4	-8	/	3	-7	0	-2
O=Nc1c(-c2ccccc2)[nH]n(-c2ccccc2)c1=O	2	20	36	-10	4	/	-128	0
C[C@@H]1CCCCO[C@@H](CN(C)C(=O)Nc2ccccc2)[C@@H](C)CN([C@H](C)CO)C(=O)c2cc(NC(=O)CCC(F)(F)F)ccc2O1	2	-28	-9	-7	1	9	0	2
CCN(C(=O)COC(=O)[C@H](C)N=C1NS(=O)(=O)c2ccccc21)C1CCS(=O)(=O)C1 (stereo not given in full)	-4	-5	-2	4	-4	-3	-8	-1
C[C@H](CO)N1C[C@H](C)[C@H](CN(C)S(=O)(=O)c2cccs2)OCCCC[C@H](C)Oc2ccc(NC(=O)Nc3ccc4c(c3)OCO4)cc2C1=O	-4	-5	0	/	-1	-22	3	1
O=[N+]([O-])c1cccc(-c2noc3c2-c2nc(Cc4cccc5ccccc45)sc2CC3)c1	-3	-4	-35	-14	-12	10	-2	2
C[C@@H]1CN([C@@H](C)CO)C(=O)c2ccccc2-c2ccccc2CO[C@@H]1CN(C)S(=O)(=O)CC(F)(F)F	0	-12	-9	4	12	4	3	-1
COCCNC(=O)c1nn2c(C(F)(F)F)cc(-c3ccccc3)nc2c1Cl	2	3	9	0	17	/	-19	0
Cc1ccc(N/N=C(\C#N)C(=N)N2CCOCC2)cc1	-11	-159	-50	-5	-42	/	/	21
CN(C)C(=O)c1ccc(-c2ccc3c(c2)[C@@H]2[C@@H](CCN2S(=O)(=O)c2cn(C)cn2)[C@@H](CO)N3)cc1	-4	-7	-18	-3	-5	-10	6	-1
N#Cc1ccc(CN(Nc2ccccc2)c2ccccc2)cc1	-6	-18	-1	-1	9	-13	-5	-1
Cc1cccc(NC(=O)C2CC2c2ccccc2)c1C (stereo not given)	-3	5	-53	1	6	6	0	-2
COc1ccc(-c2nc3cnccn3c2NC2CCCCC2)cc1-c1cccc(Cl)c1	-9	16	23	-8	-26	/	1	-7
C[C@@H]1CCCCO[C@@H](CN(C)C(=O)C2CCCCC2)[C@H](C)CN([C@@H](C)CO)C(=O)c2cc(NC(=O)NC3CCCCC3)ccc2O1	11	7	6	/	/	9	3	3
COC(=O)c1sc2nc(C)nc(SCC(=O)N3CCC(C(=O)O)CC3)c2c1C	1	-9	5	-2	12	/	/	4
O=C1NC(=S)N/C1=C/C=C/c1ccccc1	0	-57	-7	9	-30	0	8	5
Cc1ccc(-c2cnc(C(O)c3ccc(C)cc3)[nH]2)cc1 (stereo not given)	-3	-34	-6	6	-20	10	4	2
Cc1cccc(C)c1NC(=O)CN1C(=O)CCSc2ccc(S(=O)(=O)N3CCCC3)cc21	1	-2	2	-21	0	-9	-3	-1
COc1cc(OC)c(N(C)S(=O)(=O)c2cccc(C(=O)Nc3nc(C)cs3)c2)cc1Cl	-5	27	13	-5	6	14	-1	1
COc1ccc([C@@H]2[C@@H]3C(=O)N(C(C)(C)C)C(=O)[C@@H]3[C@]3(CC(C)C)C(=O)N(c4cccc(F)c4)C(=O)N23)cc1	-6	-15	0	-7	2	/	-1	-3
CC1CN(c2ccc([N+](=O)[O-])nc2)CC(C)O1 (stereo not given)	-1	-19	-13	-4	14	8	/	2
COC(OC)C(C)NC(=O)NC(=O)c1ccccc1Cl (stereo not given)	44	-13	6	4	3	/	/	2
O=C(CCNS(=O)(=O)c1ccccc1)NNC(=O)C1COc2ccccc2O1 (stereo not given)	-10	-15	-9	0	1	-17	-2	-1
CN=C(C)/C(C(=O)OC)=C(/O)c1ccccc1F	1	16	-1	3	-7	/	/	/
COCCNC(=O)C[C@@H]1CC[C@H]2[C@H](COc3ccc(NS(=O)(=O)c4ccc(Cl)cc4)cc3C(=O)N2C)O1	-8	0	1	1	1	-4	4	-2
CCc1ccc(N2NC(=O)/C(=C/C=C/c3ccco3)C2=O)cc1	-1	6	6	6	/	/	/	1
CC1(C)CC(NC(=O)C2CCC(=O)N(C3CC3)C2)CC(C)(C)C1 (stereo not given)	2	-7	/	10	10	-7	-4	1
CC1=C(C(=O)N(C(C)C)C(C)C)CC(CC(=O)NCc2cccc3ccccc23)C(=O)N1CCC1=CCCCC1 (stereo not given)	-1	26	4	2	23	10	1	2
CCCCN(C(=O)COc1ccc(NC(C)=O)cc1)C1CCS(=O)(=O)C1 (stereo not given)	8	-14	3	/	11	3	2	3
COc1ccc(C(=O)NNC(=S)NC(=O)c2ccccc2[N+](=O)[O-])cc1	4	6	3	-1	-4	/	/	7
Cc1[nH]c(C)c(S(=O)(=O)N2CCN(c3ccccc3F)CC2)c1C(=O)N1CCCC1	2	6	7	-5	-14	-1	/	1
O=C(OCC(=O)N(Cc1ccccc1)C1CCS(=O)(=O)C1)c1cc2c(s1)CCCC2 (stereo not given)	-3	16	12	-5	/	/	/	-7
O=S(=O)(Cc1ccccc1)N1CCCCN2[C@@H](CO)[C@H](c3ccc(-c4ccc(F)cc4)cc3)[C@@H]2C1	/	2	7	/	-12	6	4	/
O=C(Nc1nnc(SCCN2CCOCC2)s1)C1CC(=O)N(c2ccc(F)cc2)C1 (stereo not given)	-2	/	-4	4	13	/	1	7
COc1ccc(S(=O)(=O)N[C@@H]2CC[C@@H](CC(=O)N3CCC(Cc4ccccc4)CC3)O[C@H]2CO)cc1	-17	/	/	/	2	0	-3	-1
Cc1ccc(C(=O)CCC(=O)CCC(=O)O)cc1	/	/	/	-5	8	-5	4	/
COc1ccc(-c2ccc3oc(-c4ccc(OC)cc4)c(C#CCCO)c3c2)cc1	3	1	-19	1	3	-8	-8	1
CN(C)C(=O)c1cccc(-c2cnc3c(NC=O)cc(-c4ccccc4F)cn23)c1	1	43	18	7	-4	-18	6	5
CCOc1ccccc1N(C)S(=O)(=O)c1ccc2c(c1)CC(C)N2C(=O)C1CC1 (stereo not given)	-1	40	/	8	13	/	-2	-4
COc1cc(F)ccc1-c1csc(C(C)(O)c2ccc(F)c(F)c2)n1 (stereo not given)	-3	3	10	-6	5	2	6	0
COc1cccc(C(C(=O)NCc2ccccc2)N2CCN(C(=O)C3CCCO3)CC2)c1OC (stereo not given)	0	-22	-5	1	5	/	/	0
Cc1cc(NC(=O)Cn2c(=O)n(CCCCC(=O)NC3CCN(Cc4ccccc4)CC3)c(=O)c3ccccc32)n[nH]1	-1	-8	0	0	4	/	/	-4

Remaining list, next part
SMILES	S100A4 inh HTS	PAX8 inh HTS	EWS-Fli block	FN deposition inh	LGR2 inh	PGC1a acetyl inh	PglD DTNB	ERAP1 inh
C[C@H](CO)N1C[C@H](C)[C@@H](CN(C)S(=O)(=O)c2ccc(F)cc2)Oc2c(NC(=O)Nc3ccc(F)cc3)cccc2C1=O	28	/	4	/	17	-7	-4	0
CCC1SC2=NC(C)=C(C(=O)OCC(C)C)C(/C=C/c3ccccc3OC)N2C1=O (stereo not given)	/	2	/	-5	/	-2	-1	/
Cc1cc(NC(=O)c2ccc(F)cc2)n(CCOC(=O)c2ccc(F)cc2)n1	-1	16	15	2	20	/	/	-4
O=C(CN1C(=O)NC2(CCCCC2)C1=O)Nc1cccc2ncccc12	-10	-3	8	-1	-10	-1	5	1
Cn1c2c(c(=O)n(C)c1=O)C(C(F)(F)F)(C(F)(F)F)N=C(CCC1CCCCC1)N2	-4	31	5	-1	75*	/	6	1
CO[C@H]1CN(C)C(=O)c2cc(NC(C)=O)ccc2OC[C@@H](C)N(S(=O)(=O)c2cn(C)cn2)C[C@@H]1C	0	/	0	1	-29	-4	1	3
O=S(=O)(NCCc1ccccn1)c1ccc(OC(F)(F)F)cc1	13	-3	6	2	16	0	4	2
CSc1ncc(Cl)c(C(=O)Nc2c(C)cccc2C)n1	-2	-2	8	4	-42	/	9	-6
C[C@H]1CN([C@@H](C)CO)C(=O)c2cc(C#CC3CCCC3)cnc2O[C@@H]1CN(C)S(=O)(=O)c1cccc(F)c1	-8	39	9	-6	11	-17	0	-1

Limited to LGR2 inh, for some of the entries so far:
SMILES	LGR2 inh
COc1ccc(-c2ccc3oc(-c4ccc(OC)cc4)c(C#CCCO)c3c2)cc1	3
CN(C)C(=O)c1cccc(-c2cnc3c(NC=O)cc(-c4ccccc4F)cn23)c1	-4
CCOc1ccccc1N(C)S(=O)(=O)c1ccc2c(c1)CC(C)N2C(=O)C1CC1 (stereo not given)	13

Bioassay records deposited in PubChem BioAssay by Broad Institute.
